# PP5 primary – blocks human protein phosphatase 5 activity. purified PP5c, OMFP substrate fluorescence. 320,000 compounds, 0.18% hits. AID 1987. P53041. inhibition, % at 6.7 µM;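 active = inhibition above the campaign's mean inhibition across all tested compounds plus 3 SD, cut at about 9.5% in these data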;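 note: 0% = DMSO only and 100% = 100 µM cantharidin control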
# HCV core dimer – HCV core protein dimerization inhibition; inhibition, % at 5 µM; 300,000 compounds, 0.33% hits; TR-FRET GST/Flag-core106 dimerization, 1536-well;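 active = inhibition above the mean of all tested compounds plus 3 SD, set per screening campaign, cut at about 45% in these data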
#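 Assay system: tagged HCV core106 pair (GST and Flag); medium: KF-containing HEPES buffer, pH 7.45, DTT, CHAPS, BSA; also added: Eu donor and XL665 acceptor anti-tag antibodies; dosing: 5 µM single dose; timing: compound-protein-antibody incubation 4 h at 22.5 °C; signal: TR-FRET 671 and 617 nm emission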
# PP1 counter – blocks human PP1-alpha phosphatase, a PP5 counter-screen | inhibition, % at 6.7 µM | purified PP1alpha, OMFP fluorescence | 320,000 compounds, 0.9% hits | P62136;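 active = inhibition above the mean inhibition of all tested compounds plus 3 SD, computed separately for each screening campaign, cut at about 15% in these data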
# TPT1 inh – inhibitors of Candida albicans tRNA 2'-phosphotransferase TPT1. recombinant caTPT1, FP RNA substrate dephosphorylation. 300,000 compounds, 0.81% hits. AID 1962. inhibition, % at 5 µM;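 active = inhibition above the mean of all tested compounds plus 3 SD, set per screening campaign, cut at about 24% in these data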;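 note: plate controls were DMSO alone for no effect and ferristatin control at 100 nM for full effect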
# PREPL inhibitor – inhibitors of human prolyl oligopeptidase-like enzyme PREPL; 320,000 compounds, 0.68% hits; inhibition, % at 5.96 µM; recombinant PREPL, fluorescence polarization activity-based probe; in the data active = inhibition above about 43%;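 note: 0% = enzyme with DMSO and 100% = wells lacking enzyme; many of its hits are not listed in these tables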
# Target sequence (Q4J6C6 whole entry, looked up): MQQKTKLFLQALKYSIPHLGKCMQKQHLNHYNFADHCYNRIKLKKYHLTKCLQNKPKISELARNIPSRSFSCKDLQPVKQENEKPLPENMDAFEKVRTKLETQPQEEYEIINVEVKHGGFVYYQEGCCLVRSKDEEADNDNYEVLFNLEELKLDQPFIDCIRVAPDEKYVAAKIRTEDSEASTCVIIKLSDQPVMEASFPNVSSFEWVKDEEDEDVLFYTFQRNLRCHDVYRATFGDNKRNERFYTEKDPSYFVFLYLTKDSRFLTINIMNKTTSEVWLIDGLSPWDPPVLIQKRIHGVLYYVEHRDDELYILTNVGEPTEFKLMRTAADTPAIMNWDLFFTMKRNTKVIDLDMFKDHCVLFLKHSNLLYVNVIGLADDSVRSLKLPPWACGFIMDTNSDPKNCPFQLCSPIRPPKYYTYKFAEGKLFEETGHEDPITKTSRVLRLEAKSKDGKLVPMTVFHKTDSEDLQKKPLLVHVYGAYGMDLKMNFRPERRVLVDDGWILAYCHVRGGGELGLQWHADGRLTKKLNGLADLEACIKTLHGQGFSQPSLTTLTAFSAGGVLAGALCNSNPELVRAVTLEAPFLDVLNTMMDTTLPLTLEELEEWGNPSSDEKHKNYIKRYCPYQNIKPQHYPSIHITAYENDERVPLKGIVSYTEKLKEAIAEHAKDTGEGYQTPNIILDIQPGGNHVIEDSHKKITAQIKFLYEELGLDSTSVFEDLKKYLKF
# Efflux pump inh – antifungal efflux pump inhibition, Nile Red retention. AID 485275. inhibition, % at 10 µM. S. cerevisiae Candida pump triplex. 330,000 compounds, 0.44% hits;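 active = plate passing quality check with inhibition over a set limit, or well fluorescence over plate mean plus 4 SD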;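 note: Nile Red retained in pooled yeast measured as flow cytometry median fluorescence; 0% = buffer negative control and 100% = Enniatin B positive control; higher means more Nile Red kept so more efflux inhibition; some compounds called inactive have numbers as strong as hits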
# CTSL1 counter – counter-screen for PFM18AAP inhibitors: inhibitors of F. hepatica cathepsin L1. inhibition, % at 5.96 µM. 300,000 compounds, 0.49% hits. recombinant F. hepatica cathepsin L1, Z-Leu-Arg-MCA fluorescence. AID 1906;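 active = inhibition above the mean of all tested compounds plus 3 SD, set per screening campaign, cut at about 17% in these data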;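 note: 0% = plate median of test compound wells and 100% = 1 µM Z-Phe-Ala-diazomethylketone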
# EBNA-1 inhibitor – blocks EBNA-1 binding to DNA; EBNA-1 DNA binding, fluorescence polarization; inhibition, % at 14.8 µM; 300,000 compounds, 0.34% hits; AID 1950; in the data active = inhibition above about 28%
# ZTA counter – blocks Epstein-Barr virus ZTA, an EBNA-1 counter-screen; P03206; ZTA-DNA binding, fluorescence polarization; inhibition, % at 11 µM; 320,000 compounds, 0.15% hits; AID 2234; in the data active = inhibition above about 33%
# Target sequence (P03206 whole entry, looked up): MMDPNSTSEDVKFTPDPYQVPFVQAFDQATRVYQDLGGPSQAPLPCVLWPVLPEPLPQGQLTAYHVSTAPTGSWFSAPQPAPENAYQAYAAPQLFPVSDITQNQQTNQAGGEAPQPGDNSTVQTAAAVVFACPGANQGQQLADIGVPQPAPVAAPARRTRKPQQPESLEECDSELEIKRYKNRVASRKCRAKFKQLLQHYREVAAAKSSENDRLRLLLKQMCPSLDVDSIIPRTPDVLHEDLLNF
# * marks the source's active call; other numbers are inactive results; x = not tested or not shown.
SMILES,PP5 primary,HCV core dimer,PP1 counter,TPT1 inh,PREPL inhibitor,Efflux pump inh,CTSL1 counter,EBNA-1 inhibitor,ZTA counter
O=C(Nc1ccccc1C(=O)O)c1cc(S(=O)(=O)N2CCOCC2)cs1,1.0,3,-2,-3,-2,-0.1,-1,9,-12
O=C(COc1ccccc1)N1CCN(C(=O)Cc2ccccc2)CC1,-6.2,-4,-5,7,0,-0.1,4,-6,-9
CCOc1cc(N2CCOCC2)c(OCC)cc1NC(=O)Cc1ccccc1OC,-3.7,-10,-8,-2,17,0.1,-2,-9,5
COc1cc2c(cc1OC)-c1cc(N3CCc4ccccc43)nc(=O)n1CC2,2.3,3,0,3,7,0.2,-1,13,-14
CCCCCC(=O)Nc1ccc(S(=O)(=O)Nc2nccnc2OC)cc1,-1.3,0,-3,4,2,-0.2,4,5,9
N#CC(C(=O)NC1CC1)c1nc2ccccc2nc1N1CCCC1 (centres undefined),4.2,-1,-3,7,14,0.4,0,-6,6
Cc1cc(CN2CCCC(CNC(=O)c3ccc(F)cc3)C2)cc(C)c1O (centres undefined),0.3,3,1,-1,-8,-0.3,-1,-3,-6
O=C(OC1CCOC1=O)c1cc(S(=O)(=O)N2CCOCC2)c(Cl)cc1Cl (centres undefined),2.3,x,3,x,3,0.1,x,x,5
COC(=O)CN1C(=O)CC(C)(C)S(=O)c2ccccc21 (centres undefined),-1.5,-1,0,-1,1,-0.1,0,4,5
COc1ccc(CCNCc2c(-c3ccccc3)n(C)c3ccccc23)cc1,3.3,-16,11,-6,-8,0.0,5,-1,-18
Nc1cccc(-c2cn(-c3cc4cc(C#CC5(O)CCCCC5)ccc4oc3=O)nn2)c1,3.4,x,2,x,13,0.0,x,x,-2
O=C(CCCc1ccccc1)NCc1ccccc1Cl,1.4,5,-2,2,-9,-0.7,-1,5,14
COC(=O)C1=C(C)N(CCCC(=O)O)C(=O)NC1c1ccc(C(F)(F)F)cc1 (centres undefined),1.4,8,-4,-1,-6,-0.1,2,8,10
Cc1ccccc1C(=O)NNC(=O)/C=C\C(=O)O,0.6,-2,-2,4,6,0.1,-3,-1,-5
CCCc1ccc(OCC(=O)Nc2cc(S(=O)(=O)CC)ccc2O)cc1,-0.4,-3,0,2,5,0.2,-3,-9,-1
Cc1cc(C(F)(F)F)c2sc(N)nc2n1,3.6,1,13,5,7,0.1,2,-16,-4
Cc1cc(C)cc(NC(=S)NCc2cccs2)c1,-3.0,-8,-1,-1,-8,0.2,6,-3,-19
COC(=O)c1sccc1NC(=O)CN(C)NS(=O)(=O)c1ccc([N+](=O)[O-])cc1,1.4,0,3,-5,-6,-0.1,6,11,4
O=C(COC(=O)CCNS(=O)(=O)c1ccccc1)NC(=O)c1ccccc1,-2.6,4,-9,2,-1,0.0,-23,3,0
COc1ccc(/C(O)=C2/C(=O)C(=O)N(CCCN(C)C)C2c2cccc(Cl)c2)cc1OC (centres undefined),-0.6,1,-1,2,0,1.0,-4,-3,2
COc1ccc(CC(=O)Nc2ccc(-c3nc4cc(C)ccc4o3)c(O)c2)cc1OC,1.9,23,16*,1,8,-0.2,0,5,14
CCCCNC(C(=O)Nc1ccc([N+](=O)[O-])cc1Br)c1ccccc1 (centres undefined),2.9,-6,4,-2,5,-0.1,-5,1,-35
Nc1c(C(=O)OCC2CCCO2)c2nc3ccccc3nc2n1C1CCCCC1 (centres undefined),1.0,6,-2,1,8,0.0,-5,0,10
O=C(c1cccc(Cl)c1)C1CCCN(C(=O)c2ccoc2)C1 (centres undefined),-7.9,-4,-3,2,15,-0.1,7,-8,-12
COc1ccc(CCN2C(=NC(=O)CCC(=O)O)SC3CS(=O)(=O)CC32)cc1 (centres undefined),2.4,-2,-2,-2,13,-0.1,-4,0,-13

# Part of the list above in order of heavy-atom count, low to high:
SMILES,PP5 primary,HCV core dimer,PP1 counter,TPT1 inh,PREPL inhibitor,Efflux pump inh,CTSL1 counter,EBNA-1 inhibitor,ZTA counter
COC(=O)CN1C(=O)CC(C)(C)S(=O)c2ccccc21 (centres undefined),-1.5,-1,0,-1,1,-0.1,0,4,5
Cc1cc(CN2CCCC(CNC(=O)c3ccc(F)cc3)C2)cc(C)c1O (centres undefined),0.3,3,1,-1,-8,-0.3,-1,-3,-6
COc1ccc(CCN2C(=NC(=O)CCC(=O)O)SC3CS(=O)(=O)CC32)cc1 (centres undefined),2.4,-2,-2,-2,13,-0.1,-4,0,-13
CCOc1cc(N2CCOCC2)c(OCC)cc1NC(=O)Cc1ccccc1OC,-3.7,-10,-8,-2,17,0.1,-2,-9,5

# Next section
SMILES,PP5 primary,HCV core dimer,PP1 counter,TPT1 inh,PREPL inhibitor,Efflux pump inh,CTSL1 counter,EBNA-1 inhibitor,ZTA counter
CCN(CC)S(=O)(=O)c1ccc(C(=O)NCc2n[nH]c(=S)n2-c2ccc(Cl)c(Cl)c2)cc1,4.4,-2,-2,2,4,0.4,2,1,-28
Cc1ccc(NC(=O)COC(=O)CCCC2=NS(=O)(=O)c3ccccc3N2)cc1C,2.2,-4,-1,-1,4,0.0,-3,6,5
COCc1cc([C@@H]2C[C@H]3CN(c4ccccc4)C(=O)[C@]34CCCN24)ccc1OC,0.8,-2,1,1,11,-0.1,-1,-2,12
Cn1c(/C=C/N2CCOCC2)c(C(=O)c2ccc(Br)cc2)c(=O)n(C)c1=O,0.0,1,-2,1,-12,0.0,2,2,15
O=C(O)CC1(CC(=O)Nc2ccccc2C(=O)c2ccccc2)CCCC1,-1.3,-2,-3,-5,6,-0.1,0,1,-3
COc1cccc(-n2nnc3c(=O)n(Cc4cccc(F)c4)cnc32)c1,-1.3,7,4,-2,1,0.1,0,6,-2
COc1ccc(/C=N/NC(=O)CN2CCCC2)cc1,1.6,6,-1,-4,-5,-0.1,-1,0,-8
COc1cc(/C=C/C(=O)OCC(=O)N2c3ccccc3CC2C)cc(OC)c1OC (centres undefined),2.1,x,0,x,-8,-0.1,x,x,16
CC(C)(C)c1ccc(C(=O)Cn2cnnc2C#N)cc1,0.3,17,0,3,-7,0.0,-2,10,-5
CCSc1nc(C2CC2)cc(-c2cccs2)c1C#N,1.3,7,-2,-3,9,0.0,-2,8,18
Cc1nc(SCc2ccc(OCCC(C)C)cc2)n[nH]1,2.9,8,4,2,-5,0.0,0,3,12
CN1C(=O)C(CC(=O)Nc2ccc(F)cc2)N(Cc2ccco2)C1=S (centres undefined),1.5,0,1,1,-4,0.0,-1,0,5
COc1ccc(C(=O)NC(=S)N2CC(C)OC(C)C2)cc1OC (centres undefined),0.4,3,-2,-3,4,0.1,5,8,8
O=C(CSc1ccc2c(c1)OCCO2)Nc1ccc(N2CCOCC2)cc1,-0.7,-1,-1,2,3,-0.4,-1,0,13
Cc1ccc(-c2nc(N)nc(N)n2)c(C)c1,1.9,-3,2,1,-8,0.2,-1,1,5
Cc1ccc(NS(=O)(=O)c2ccc3c(c2)NC(=O)CCS3)c(C)c1,1.7,1,2,-1,-5,0.0,-4,9,4
CSC1=NCCN1C(=O)c1c(-c2ccccc2Cl)noc1C,0.4,0,-6,-2,-2,0.0,-4,-2,-17
Cc1ccc(CNC(=O)C2CCC(=O)N(C3CC3)C2)cc1 (centres undefined),-0.7,5,-4,-1,8,0.1,0,11,5
CC(=O)Nc1ccc(C(=O)OC2CCCCC2=O)cc1 (centres undefined),-0.4,5,-2,-4,-2,-0.1,-1,9,9
Cc1ccccc1C(=O)NC1CCN(C(=O)N(c2ccccc2)c2ccccc2)CC1,-1.1,1,-1,-5,9,-0.1,0,16,12
COc1cc(NC(=O)CNc2ccc(Cl)c(S(=O)(=O)N3CCOCC3)c2)cc(OC)c1,6.0,x,0,x,14,-0.1,x,x,-10
O=C(COC(=O)c1ccccc1NCCO)NCCc1ccccc1,-2.6,0,-3,-1,5,-0.1,2,6,-5
CCOC(=O)C1CCCN(c2ccc(NC(=O)c3snc4c(=O)[nH]cnc34)cc2)C1 (centres undefined),-1.2,10,23*,3,15,0.1,1,-2,7
Nn1cc(-c2ccccc2)nc1SCC(=O)N1CCN(S(=O)(=O)c2ccc(Cl)cc2)CC1,0.6,-3,0,-1,0,0.1,-1,4,-13
Cc1ccc2[nH]c3c(c2c1)CN(C(=O)CN1CCCc2ccccc21)CC3,1.4,5,1,21,30,0.2,2,-19,2

# Remaining list, next part
SMILES,PP5 primary,HCV core dimer,PP1 counter,TPT1 inh,PREPL inhibitor,Efflux pump inh,CTSL1 counter,EBNA-1 inhibitor,ZTA counter
CCOC(=O)C(/C(N)=N/C(=O)Nc1ccccc1)=C(\C)O,0.9,2,-4,-1,11,-0.1,0,5,-15
CN(CC(=O)NCC(=O)Nc1ccc(F)c(F)c1F)C1CCS(=O)(=O)C1 (centres undefined),0.1,x,2,x,12,-0.2,x,x,-17
COc1ccc2c(CC(=O)Nc3nc(C)cs3)coc2c1,-0.7,-1,-2,0,-10,-0.1,-1,7,4
CCCCOc1ccc(N(CC(=O)NC(C)(C)CC)C(=O)CCC(=O)Nc2ccccn2)cc1,0.3,7,-3,-1,0,0.2,3,4,-3
COc1ccccc1-c1cc(-c2ccccc2)nc(SC(C(N)=O)c2ccccc2)c1C#N (centres undefined),2.1,10,19*,-2,-3,0.3,0,2,-3
COc1ccc(N(C)C(=O)Cc2c(C(=O)O)n(C)c3ccccc23)c(OC)c1,-0.1,-2,2,-2,0,0.0,6,15,-1
Cc1cc(C)n(C(=O)CNC(=O)c2cccs2)n1,1.1,-1,-3,-2,-4,0.0,-6,2,-12
COc1cc(C(=O)NCc2ccc3c(c2)OCO3)ccc1OCc1c(C)noc1C,-0.6,2,-1,2,3,0.2,6,-2,2
Cc1ccsc1C1Nc2ccc3ncccc3c2C2=C1C(=O)CC(C)(C)C2 (centres undefined),5.2,0,2,-2,35,-0.2,6,0,-13
CCOc1ccccc1NC(=O)CSc1nnc2ccc(-c3ccncc3)nn12,-0.9,-3,2,-2,5,0.0,0,-4,5
CSc1nc(C)cc(C)c1S(=O)(=O)c1ccccc1C,0.1,4,-2,4,-13,0.0,-1,11,9
O=C(NCc1cccnc1)c1ccccn1,-2.2,-1,-4,1,1,0.0,-3,23,16
COc1ccc(-c2csc(NC(=O)CN3C(=O)NC4(CCCC4)C3=O)n2)c(OC)c1,-0.7,-2,0,3,1,0.1,-2,-1,-1
COc1ccc(NC(C)=O)cc1CNC(=O)COc1c(C)c(C)cc(C)c1C,3.2,-10,6,3,-3,0.6,4,-4,2
Cc1ccc(NC(=O)COC(=O)C(NS(=O)(=O)c2ccc(Cl)cc2)C(C)O)cc1C (centres undefined),2.5,7,-5,0,-10,-0.1,-1,0,8
COc1ccc(-c2cc(C(=O)N3CCCCC3)c3ccccc3n2)cc1OC,5.5,-12,2,5,2,0.4,2,8,7
COc1ccc(/C=C2\SC(=O)N(CCNC(=O)Cc3coc4cc(OC)ccc34)C2=O)cc1,3.2,5,-5,2,10,0.3,1,-11,12
COc1cc(OC)c2c(c1)C(=O)c1cc(OC)cc(OC)c1C2=O,1.9,-5,-4,-12,-4,0.0,1,-7,-33
Cc1nn(Cc2ccccc2Cl)c(C)c1NC(=O)CSc1n[nH]c(C)c1[N+](=O)[O-],-0.1,-6,-1,3,8,0.5,3,-1,-2
CN(C)c1ccc(N/C=C/C(=O)c2ccccc2)cc1,5.2,-14,3,16,35,0.5,1,10,64*
[O-]/[N+](=C/c1ccco1)c1ccccc1,1.6,3,-4,-2,-2,0.1,3,-6,-7
Cc1ccsc1C(=O)OCC(=O)NCCC1=CCCCC1,4.8,5,3,-2,-10,0.0,-1,-7,-2
CN(Cc1ncc[nH]1)Cc1cn(-c2ccccc2)nc1-c1ccc2c(c1)OCO2,-0.9,-3,-4,1,4,0.0,-3,-5,-4

# As entered above.
# PP1 counter result of Cc1cc(C)n(C(=O)CNC(=O)c2cccs2)n1 stands at -3
# ZTA counter result of CCOC(=O)C(/C(N)=N/C(=O)Nc1ccccc1)=C(\C)O stands at -15

# Bioassay records as filed in PubChem.

# An excerpt. The share of hits here may be higher or lower than overall.
